S1P4 antag: antagonists of human S1P4 receptor. O95977. S1P4-expressing cells, antagonist mode, reporter read-out. inhibition, % at 4.98 µM. 220,000 tested, 0.26% active. AID 1510; in the data active = inhibition above about 29%;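 also: 0% = wells stimulated with agonist and 100% = vehicle wells without agonist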
NPY-Y2 PAM-ag: potentiates or activates human NPY-Y2 receptor | P49146 | AID 1359 | cells expressing NPY-Y2, potentiator/agonist read-out | activation, % at 3.6 µM | 220,000 tested, 0.45% active; in the data active = activation above about 27%;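 also: cells stimulated with NPY near EC25 plus isoproterenol at EC100; 0% = vehicle plus submaximal agonist and 100% = vehicle plus saturating agonist; some results beyond the cut were filed as inactive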
Target sequence (P49146 whole entry, looked up): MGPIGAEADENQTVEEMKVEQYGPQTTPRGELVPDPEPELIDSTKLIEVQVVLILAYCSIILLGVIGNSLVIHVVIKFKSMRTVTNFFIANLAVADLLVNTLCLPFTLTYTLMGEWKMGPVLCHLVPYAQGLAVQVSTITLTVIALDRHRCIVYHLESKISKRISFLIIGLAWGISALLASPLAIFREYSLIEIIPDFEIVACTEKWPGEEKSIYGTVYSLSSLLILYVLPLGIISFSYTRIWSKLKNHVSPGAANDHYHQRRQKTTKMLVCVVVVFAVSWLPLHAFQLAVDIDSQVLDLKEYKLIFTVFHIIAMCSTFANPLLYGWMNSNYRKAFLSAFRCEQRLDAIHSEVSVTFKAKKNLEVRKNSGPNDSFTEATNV
NPY-Y1 antag: blocks the human neuropeptide Y Y1 receptor | HEK293-CNG Y1 cells, membrane potential fluorescence; NPY at EC95, then isoproterenol | inhibition, % at 3.6 µM | 200,000 tested, 1% active;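 active = inhibition above the campaign mean inhibition of all tested compounds plus 3 SD, cut at about 20% in these data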;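 also: 0% = DMSO wells given NPY plus isoproterenol and 100% = isoproterenol alone without NPY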
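Material: Y1- and CNG-channel-expressing HEK293 cells / Probe or stimulus: NPY 25 nM then isoproterenol 1 µM plus Ro 20-1724 25 µM / Doses: 3.6 µM single dose, DMSO 0.4% / Schedule: compound incubation 1 h at room temperature, readout 45 min post-stimulation / Signal: membrane potential fluorescence / Benchmarks: isoproterenol-only wells as full block versus NPY-plus-isoproterenol wells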
NPY1 pot ag: potentiators or agonists of human neuropeptide Y receptor Y1 | NPY-Y1 expressing cells, potentiator/agonist activation | 220,000 tested, 0.37% active | AID 1304 | P25929 | activation, % at 3.6 µM; in the data active = activation above about 33%, passing the limit was not always enough;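 also: cells stimulated with NPY at EC10 then isoproterenol at EC100; 0% = low agonist plus stimulus and 100% = saturating agonist plus stimulus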
BaF3 tox: counter-screen for JAK2V617F inhibitors: parental Ba/F3 viability inhibitors | CellTiter-Glo ATP luminescence | inhibition, % at 5.6 µM | 220,000 tested, 1.1% active;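 active = inhibition above a per-campaign cutoff, the mean inhibition of all tested compounds plus 3 SD, cut at about 27% in these data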;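 also: 0% = DMSO wells and 100% = JAK Inhibitor I control wells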
S1P4 ag: activates the human S1P4 receptor; O95977; S1P4-expressing cell line, agonist reporter assay; activation, % at 4.98 µM; 220,000 tested, 0.35% active; AID 1509; in the data active = activation above about 11%;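 also: 0% = DMSO vehicle and 100% = reference agonist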
RBBP9 inhibitor: human RBBP9 hydrolase inhibition | inhibition, % at 7.94 µM | 220,000 tested, 0.2% active | AID 1515 | O75884 | recombinant RBBP9, FP-Rh probe fluorescence polarization;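 active = inhibition above the campaign mean of all tested compounds plus 3 SD, cut at about 14% in these data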;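 also: plate controls were DMSO wells with RBBP9 for no effect and wells lacking RBBP9 protein for full effect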
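System: RBBP9 protein / Quantity: 2.5 µM RBBP9 dispensing solution, before mixing / Also added: Serine-hydrolase probe FP-Rh, 375 nM pre-mixing / Dosing: 7.94 µM single dose, 0.794% DMSO / Timing: enzyme-compound preincubation 30 min, then probe labeling 45 min, 25 °C / Signal: FP readout at 525/598 nm / Controls: DMSO-treated enzyme wells and wells lacking RBBP9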
Runt-CBFb FRET: inhibitors of human RUNX1 Runt domain binding to CBFb; inhibition, % at 20 µM; AID 1496; 220,000 tested, 0.46% active; Cerulean-Runt/Venus-CBFb FRET ratio 530/480, 1 h;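 active = inhibition over about 50% at 20 µM in the single-dose screen, limit read from the data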;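 also: 0% = DMSO wells and 100% = excess unlabeled CBFb competitor control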
Target sequence (Q01196 whole entry, looked up, the tested form may be a part): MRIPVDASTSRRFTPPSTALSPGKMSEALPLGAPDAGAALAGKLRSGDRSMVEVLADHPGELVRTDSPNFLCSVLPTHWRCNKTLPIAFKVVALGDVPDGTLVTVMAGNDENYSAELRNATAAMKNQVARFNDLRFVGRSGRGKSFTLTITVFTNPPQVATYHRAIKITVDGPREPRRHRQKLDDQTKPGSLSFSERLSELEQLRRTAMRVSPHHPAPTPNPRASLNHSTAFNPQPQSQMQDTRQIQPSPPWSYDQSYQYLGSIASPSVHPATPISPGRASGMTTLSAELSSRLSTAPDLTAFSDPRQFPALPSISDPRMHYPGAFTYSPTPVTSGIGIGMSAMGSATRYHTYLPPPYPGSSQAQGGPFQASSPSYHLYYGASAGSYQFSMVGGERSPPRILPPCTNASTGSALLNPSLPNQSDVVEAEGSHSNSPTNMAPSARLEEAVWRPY
Target sequence (Q13951 whole entry, looked up, the tested form may be a part): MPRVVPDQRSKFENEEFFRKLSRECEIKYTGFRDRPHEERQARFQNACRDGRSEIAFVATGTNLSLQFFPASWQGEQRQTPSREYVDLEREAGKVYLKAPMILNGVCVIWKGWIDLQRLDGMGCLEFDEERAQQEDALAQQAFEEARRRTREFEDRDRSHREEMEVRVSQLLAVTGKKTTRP
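Reagent – Venus-CBFb binding partner, 100 nM · Assay system – Cerulean-tagged RUNX1 Runt domain (FRET donor) fusion protein · Input – 100 nM per protein · Incubation – two 1 h room-temperature incubations shielded from light · Measured by – FRET fluorescence · Medium – Tris buffer pH 7.5 with salts and BSA · Benchmarks – unlabeled CBFb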
Ba/F3 V617F tox: reduce viability of Ba/F3 cells dependent on JAK2V617F; Ba/F3 EpoR-JAK2V617F viability, ATP luminescence; 220,000 tested, 1.1% active; inhibition, % at 5.6 µM;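 active = inhibition above the campaign mean plus 3 SD over all tested compounds, cut at about 24% in these data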;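 also: cytokine-independent growth of Ba/F3 cells driven by EpoR plus mutant JAK2; 0% = DMSO-treated cells and 100% = JAK inhibitor I control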
* hit, by the source's call; . = not tested or not shown.

SMILES	S1P4 antag	NPY-Y2 PAM-ag	NPY-Y1 antag	NPY1 pot ag	BaF3 tox	S1P4 ag	RBBP9 inhibitor	Runt-CBFb FRET	Ba/F3 V617F tox
O=S(=O)(c1ccccc1)N1N=C(c2cccs2)CC1c1ccc(F)cc1 (configuration not stated)	-5	-8	3	1	3	-0.7	-2	-1	-1
O=C1C2ON(c3ccccc3)C(c3cccnc3)C2C(=O)N1c1ccc(Cl)c(Cl)c1 (configuration not stated)	0	11	9	-5	6	-0.5	-2	-3	3
CCN(c1ccccc1)S(=O)(=O)c1ccc(OC)c(NC(=O)CNCC(C)O)c1 (configuration not stated)	-14	1	7	7	4	1.1	-7	-2	0
Cc1ccc(S(=O)(=O)Cc2ccc(C(=O)N3CCCCCC3)o2)cc1	-8	8	7	-20	8	-0.4	-8	1	5
CC(=O)N(C(C)=O)c1nc(-c2ccccc2)cn1/N=C/c1ccccc1	4	21	.	9	3	2.0	-6	-1	0
O=C(Nc1cccc(Cl)c1)N1CCN(c2ncccn2)CC1	-18	9	-1	-12	1	0.9	-4	-2	-4
COc1ccccc1C(=O)Nc1c2c(nn1-c1cccc(C)c1C)CS(=O)(=O)C2	-19	-17	14	-19	3	0.8	-2	2	3
Cc1nnc(SCC(=O)Nc2ccccc2)n(N)c1=O	-12	-11	0	8	5	4.3	-10	2	0
CCOC(=O)c1ccc(NC(=O)CN2C(=O)CCC2=O)cc1	13	-11	2	-24	6	-1.9	-10	-1	5
CC1CCN(c2ccc(S(=O)(=O)NC3=NCCCCC3)cc2[N+](=O)[O-])CC1	-24	-8	-6	2	5	0.5	2	-8	3
COc1ccc(NC(=O)C2C(=O)NC3(C)CC2c2ccccc2O3)cc1 (configuration not stated)	-5	12	6	12	-3	-0.7	6	0	-2
O/N=C1\CC/C(=N\O)c2nn(-c3ccc(Cl)cc3Cl)nc21	-12	-1	2	-47	-1	3.3	-9	-4	-1
O=C(O)c1cccc(Cn2c(Cl)c(/C=N/NC(=O)c3cccc(O)c3)sc2=O)c1	-3	-8	.	-5	1	0.7	-5	2	1
COc1ccccc1OC(=O)c1ccc(S(=O)(=O)N(C)C)cc1	-1	5	-7	1	6	-5.4	-1	0	-3
Cc1ccccc1N1C(=O)C(Oc2ccc(Cl)cc2)C1CNC(C)(C)C (configuration not stated)	-8	-5	-4	20	4	-2.6	-3	0	5
O=C(c1ccc(F)cc1)n1cc(C(=S)N2CCOCC2)c2ccccc21	-6	9	0	-5	4	-1.1	5	4	2
COCCOC(=O)C1=C(C)NC(=O)NC1c1ccc(-c2cc(Cl)ccc2Cl)o1 (configuration not stated)	22	-22	-10	2	6	-0.1	-5	10	5
O=C(c1ccccc1[N+](=O)[O-])N1CCN(Cc2ccc3c(c2)OCO3)CC1	-4	-2	4	-12	2	0.1	-10	0	4
COc1ccc(C)cc1C1=Nc2ccccc2C1(C)C	-5	10	9	17	4	1.4	-6	-3	1
O=C(Nc1ccc2c(c1)OCO2)C1CCN(c2ccc(S(=O)(=O)N3CCOCC3)cc2)CC1	1	-9	2	-7	5	-0.7	-6	-2	-1
COc1ccc2c(c1)Cc1sc(NC(=O)c3ccccc3)nc1-2	-8	-1	0	10	5	-1.7	2	6	0
Cc1ccccc1NC(=O)C(=Cc1ccc(C(=O)O)cc1)C(=O)Nc1ccccc1C	5	9	-2	2	0	-0.3	-10	2	20
COc1cccc(C2CC(c3cccs3)=NN2S(C)(=O)=O)c1 (configuration not stated)	-8	11	8	-6	7	0.2	-11	2	1
CC(C)NC(=O)NNC(=O)c1nn(-c2ccc(F)cc2)ccc1=O	-15	-4	.	12	-4	-0.9	4	-2	1
CC(C)Oc1cc(NC(=O)CS(=O)CC(=O)Nc2cccc(C(F)(F)F)c2)c(Cl)cc1Cl (configuration not stated)	0	23	-7	26	3	-0.4	-15	-2	4
Cn1c(=O)oc2cc(S(=O)(=O)NCc3cccnc3)ccc21	18	-9	.	0	2	-0.8	-4	2	-4
COc1ccccc1-n1c(SCC(=O)N2CCCC2)nnc1-c1ccccc1	-5	-25	.	3	-13	0.4	-5	2	1
COc1ccc(/C=N/NC(=S)Nc2ccccc2)cc1COc1cccc(C)c1C	1	-9	.	-17	-12	1.0	-3	0	0
COc1ccc(C2C(C(=O)O)CCC(=O)N2c2ccc(C)cc2)cc1OC (configuration not stated)	-13	-7	.	-2	-3	1.3	1	0	0
OC1CCCN(c2c3c(nc4cc(-c5cccc(F)c5)nn24)CCCC3)C1 (configuration not stated)	-13	-11	-1	-24	3	-0.2	-7	-2	6
Cn1cnnc1SCC(=O)Nc1sccc1C#N	-18	-13	1	-25	13	-0.7	-4	0	5
CCOC(=O)N1CCN(C(=O)CSCc2ccc(Br)cc2)CC1	-22	16	9	6	9	4.4	-2	0	4
O=C(CSc1nnnn1C1CCCC1)Nc1ccc2c(c1)OCO2	3	-15	9	-17	4	2.0	-7	2	2
O=c1c2cc(Cl)ccc2[nH]c(=S)n1Cc1cccs1	-29	-7	7	0	3	0.7	-2	-1	-2
Cc1ccc(Oc2ncccc2C(=O)NC2CCSC2=O)cc1 (configuration not stated)	-6	-5	-4	-10	1	-1.8	-2	0	-3
COc1cc(NC(=O)Cc2c(C(=O)O)n(C)c3ccccc23)cc(OC)c1OC	-9	-11	3	-6	2	1.5	-7	0	3
CCCN1C(=O)C(Cc2nc3ccccc3c(=O)n2-c2ccccc2)c2cc(C)ccc21 (configuration not stated)	-5	-14	1	4	9	-1.6	6	-6	2
Cc1ccc(NC(=O)Cn2cccc2)cc1Cl	-3	-2	-3	-18	7	0.8	5	2	1
C=CCn1c(C)cc(C(=O)CSc2nc3ccccc3c(=O)[nH]2)c1C	-7	-16	1	-17	6	0.5	-10	8	1
C=CCn1c(SCC(=O)Nc2cccnc2Cl)nnc1-c1ccc(C(C)(C)C)cc1	-23	-5	-4	17	7	1.9	-6	-6	4
CC(C)OC(=O)c1ccc(NC(=O)c2ccccc2)cc1	-3	-6	3	-10	8	0.7	-7	-2	4
OCCNCc1ccc(-c2ccccc2)cc1	-17	1	14	-20	4	-1.6	-3	0	3
O=C(Cn1nc(-c2ccccc2Cl)ccc1=O)Nc1ccc(Br)cc1	-3	-8	8	6	6	0.5	-7	1	0
O=C(CCCn1c(SCc2cccc([N+](=O)[O-])c2)nc2ccccc2c1=O)NCC1CCCO1 (configuration not stated)	-11	-10	-1	-11	0	0.8	-8	-3	2
COc1ccc2cc[nH]c2c1	-3	8	-4	-6	8	0.9	-9	0	-2
Cc1cccc(C)c1OCC(=O)Nc1ccc(S(=O)(=O)Nc2ccccn2)cc1	-12	2	0	7	10	-0.3	0	0	1
O=[N+]([O-])c1ccc(Cl)c(/C=N/n2c(COc3ccccc3)n[nH]c2=S)c1	-2	-11	4	-27	-1	1.3	5	5	3
O=C(/C=C/c1ccco1)Nc1ccc(S(=O)(=O)N2CCOCC2)cc1	-8	12	11	4	4	-0.9	-1	5	3
O=[N+]([O-])c1cnc(N2CCCCC2)c([N+](=O)[O-])c1	-16	3	-3	-9	6	2.0	4	3	-1
COc1cc2c(cc1NC(=O)c1cc(-c3ccncc3)nc3ccc(C)cc13)oc1ccccc12	10	1	8	-4	7	-0.2	4	-4	-4
CCC(C)(C)n1nnnc1C(c1ccc2ncccc2c1)N1CCCCCC1 (configuration not stated)	-11	-4	7	-24	4	-1.0	-2	-3	-2
Cc1cc(C)nc(/N=C(\N)Nc2ccc(C(C)C)cc2)n1	8	1	.	-23	2	0.6	-1	0	3
COCCOC(=O)C1=C(C)NC2=C(C(=O)CCC2)C1c1ccc(N(C)C)cc1 (configuration not stated)	-6	7	-6	-2	1	1.4	-2	4	-2
CC(C)(CO)NCC#Cc1ccccc1	3	7	11	3	8	-0.8	-1	0	2
Cc1ccc(C(C(=O)NC2CCCC2)N(C(=O)Cc2cccs2)c2ccc(C)c(C)c2)o1 (configuration not stated)	5	-7	18	-26	2	0.7	-1	-1	-1
O=C(/C=C/c1ccc(Br)o1)NCCCN1CCOCC1	-16	14	2	4	1	0.7	-7	1	3
CC(=O)c1ccc(N2CCN(S(=O)(=O)c3ccccc3)CC2)c(F)c1	-21	11	-7	19	6	-0.5	-2	0	-2
CN(C(=O)CSc1nnc(C(F)(F)F)n1N)C1CCS(=O)(=O)C1 (configuration not stated)	-6	4	.	10	0	-0.6	-5	0	3
O=C(NCc1ccncc1)c1cc(C(=O)C2CCCCC2)c[nH]1	-7	-9	-1	-4	5	2.4	-1	-1	4
O=C(CN1CCN(c2ccccc2)CC1)Nc1ccccc1Cl	-13	-8	3	-27	1	-1.6	9	-2	-4
(next part)
SMILES	S1P4 antag	NPY-Y2 PAM-ag	NPY-Y1 antag	NPY1 pot ag	BaF3 tox	S1P4 ag	RBBP9 inhibitor	Runt-CBFb FRET	Ba/F3 V617F tox
CC1(C)CC(=O)c2ccc(O)cc2O1	5	6	-4	-18	5	-0.8	6	2	2
Cc1[nH]nc(Sc2ccccn2)c1[N+](=O)[O-]	13	-3	1	8	-2	1.1	-5	-1	-2
O=C(C1CCCCC1)N1CCCc2ccccc21	-2	1	2	7	2	-2.0	3	0	-4
Cc1cccc(-c2nc(C#N)c(NCc3ccco3)o2)c1	-6	-1	.	14	2	1.6	-8	-3	-2
CCCn1c(SCC(=O)NNC(=O)c2ccccc2)nnc1-c1cccnc1	14	2	.	17	-3	2.5	-3	2	0
Cc1ccc(Nc2nnc(SCC(=O)Nc3cc(C(=O)O)ccc3C)s2)c(C)c1	9	3	.	15	-3	-0.2	-5	0	-2
COC(=O)c1ccc2[nH]c(C)cc(=O)c2c1	-4	0	2	3	6	-1.1	-5	0	-2
CC1CCCCN1C(=O)CSc1nc2ccccc2[nH]1 (configuration not stated)	5	-11	-2	-29	2	-0.4	-10	0	1

Quoted at random: four entries already listed
SMILES	S1P4 antag	NPY-Y2 PAM-ag	NPY-Y1 antag	NPY1 pot ag	BaF3 tox	S1P4 ag	RBBP9 inhibitor	Runt-CBFb FRET	Ba/F3 V617F tox
CCOC(=O)N1CCN(C(=O)CSCc2ccc(Br)cc2)CC1	-22	16	9	6	9	4.4	-2	0	4
COCCOC(=O)C1=C(C)NC(=O)NC1c1ccc(-c2cc(Cl)ccc2Cl)o1 (configuration not stated)	22	-22	-10	2	6	-0.1	-5	10	5
O=C(c1ccc(F)cc1)n1cc(C(=S)N2CCOCC2)c2ccccc21	-6	9	0	-5	4	-1.1	5	4	2
CC(=O)c1ccc(N2CCN(S(=O)(=O)c3ccccc3)CC2)c(F)c1	-21	11	-7	19	6	-0.5	-2	0	-2
